High-throughput results from PubChem.
MBD2 DNA inh – inhibitors of MBD2 binding to methylated DNA, primary screen, biochemical, TR-FRET, DNA-binding domain, human | Methyl-CpG-binding domain protein 2 (Homo sapiens), Q9UBB5 | MBD2 binding to methylated oligonucleotide | inhibition, % at 4.4 µM | 0.31% of 370,000 active | AID 686964, 2013; in the data active = inhibition above about 13%
DDE Tn6 FP inh – inhibitors of Tn6 peptide binding to fibrin DD(E), primary screen, biochemical, fluorescence polarization, human fibrin, Tn6 probe. Fibrinogen beta chain (Homo sapiens), P02675. Fibrin DD(E) TRITC-Tn6 fluorescence polarization displacement. inhibition, % at 8.3 µM. 0.21% of 370,000 active. AID 720509, 2013;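 active = inhibition above a per-campaign cutoff: mean of compounds within control limits plus 3 SD, cut at about 15% in these data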;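 also: 0% = median of all compound wells on the plate and 100% = blocking peptide control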
ADAM17 inh – ADAM17 inhibitors, primary screen, biochemical, QFRET. Disintegrin and metalloproteinase domain-containing protein 17 (Homo sapiens), P78536. recombinant ADAM17, EDANS/DABCYL FRET peptide cleavage. inhibition, % at 6.95 µM. 0.83% of 370,000 active. AID 720648, 2013;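 active = inhibition above the mean of compounds lying between control limits plus 3 SD, set per campaign, cut at about 8.5% in these data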;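 also: 0% = DMSO-only wells as the low control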
Target sequence (P78536 215-824 limits assumed): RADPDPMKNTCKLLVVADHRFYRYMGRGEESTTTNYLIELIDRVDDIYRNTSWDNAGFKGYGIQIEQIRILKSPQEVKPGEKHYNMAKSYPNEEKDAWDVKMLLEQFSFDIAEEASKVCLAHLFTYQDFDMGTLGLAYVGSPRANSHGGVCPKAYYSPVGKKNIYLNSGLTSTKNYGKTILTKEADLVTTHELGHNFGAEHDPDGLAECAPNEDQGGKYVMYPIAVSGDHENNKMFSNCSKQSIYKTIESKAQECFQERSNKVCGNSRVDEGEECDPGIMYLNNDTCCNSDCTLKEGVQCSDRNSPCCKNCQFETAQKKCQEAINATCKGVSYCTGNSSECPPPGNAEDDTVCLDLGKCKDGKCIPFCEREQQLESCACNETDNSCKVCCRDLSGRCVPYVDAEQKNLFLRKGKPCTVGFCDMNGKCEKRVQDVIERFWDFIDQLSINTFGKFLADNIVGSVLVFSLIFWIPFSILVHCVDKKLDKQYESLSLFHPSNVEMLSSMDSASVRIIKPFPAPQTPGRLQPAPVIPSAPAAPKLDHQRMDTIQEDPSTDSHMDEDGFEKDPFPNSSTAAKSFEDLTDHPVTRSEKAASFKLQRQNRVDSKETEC
ARFGAP1 inh – inhibitors of rat ARFGAP1 GAP activity, primary screen, biochemical, fluorescence polarization, GDP tracer; 0.26% of 360,000 active; ADP-ribosylation factor GTPase-activating protein 1 (Rattus norvegicus), Q62848; Arfgap1-stimulated ARF1 GTP hydrolysis, GDP FP detection; inhibition, % at 16.5 µM; AID 651572, 2012;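 active = inhibition above a per-plate limit, mean inhibition of low control wells plus 3 SD, cut at about 25% in these data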;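 also: 0% = DMSO wells with enzyme and 100% = wells lacking Arfgap1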
Target sequence (Q62848 1-136 limits assumed): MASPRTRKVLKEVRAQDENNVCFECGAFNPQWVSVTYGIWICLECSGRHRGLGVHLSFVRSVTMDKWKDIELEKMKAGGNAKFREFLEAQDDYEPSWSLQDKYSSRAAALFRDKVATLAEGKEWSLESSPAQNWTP
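material = rat Arfgap1 catalytic domain, aa 1-136 | also added = human ARF1(Δ1-17)-GTP substrate | compound dosing = one concentration, 16.5 µM, DMSO 1.26% | times = GTP hydrolysis reaction 2 h at 25 °C | measured by = FP, GDP Alexa 633 tracer displaced from anti-GDP antibody, 620/688 nm | evaluation = percent inhibition of Arfgap1-stimulated GTP hydrolysis | replication = single well per compound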
PLC-beta3 inh – human PLC-beta3 inhibitors, primary screen, biochemical, fluorescence; inhibition, % at 12.2 µM; 1-phosphatidylinositol 4,5-bisphosphate phosphodiesterase beta-3 (Homo sapiens), Q01970; Purified PLC-beta3, fluorogenic substrate; 0.18% of 370,000 active; in the data active = inhibition above about 11%;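 also: 0% = median of compound wells on plate and 100% = full blocker control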
Tn7 DDE FP – inhibitors of Tn7 peptide binding to fibrin DD(E), primary screen, biochemical, fluorescence polarization, human fibrin, Tn7 probe; FP displacement of FITC-Tn7 peptide from fibrin DD(E); 0% = median of compound wells per plate; inhibition, % at 8.3 µM; 0.13% of 370,000 active; AID 720508, 2013;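 active = inhibition above the mean of compounds falling within the control limits plus 3 SD of them, cut at about 14% in these data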;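 also: 0% = plate median of compound wells and 100% = 10 µM Aha-Tn7 peptide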
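Also added: labelled Tn7 tracer, 0.1 µM; Assay system: human fibrin DD(E) protein; Amount: 2 µM fibrin DD(E); Schedule: 10 min compound pre-incubation, 3 h probe incubation at room temperature; Repeats: one replicate per compound; Read-out basis: percent inhibition; Measured by: fluorescence polarization of the labelled Tn7 tracer.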
UHRF1 binding – UHRF1 methylated DNA binding inhibitors, primary screen, counter-screen for MBD2 inhibitor project, biochemical, TR-FRET, human UHRF1, single concentration; E3 ubiquitin-protein ligase UHRF1 (Homo sapiens), Q96T88; UHRF1 binding to methylated oligo; inhibition, % at 4.4 µM; 0.75% of 370,000 active; in the data active = inhibition above about 21%;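 also: UHRF1 SRA domain binding a hemimethylated CpG hairpin DNA probe; 0% = median of test compound wells and 100% = reference inhibitor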
PLC-gamma1 inh – PLC-gamma1 enzyme inhibitors, primary screen, biochemical, fluorescence, purified enzyme; fluorogenic substrate; inhibition, % at 12.2 µM; 0.84% of 370,000 active; AID 720700, 2013; in the data active = inhibition above about 9.5%
proKLK7 act – proKLK7 zymogen activators, primary screen, biochemical, fluorescence intensity; Kallikrein-7 (Homo sapiens), P49862; activation, % at 7 µM; AID 652039, 2013; purified proKLK7, EDANS-DABCYL substrate fluorescence; 100% is mature enzyme control, 0% vehicle; 0.9% of 370,000 active;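 active = activation above the mean of all tested compounds plus 3 SD, computed per campaign excluding outliers beyond control limits, cut at about 13% in these data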
Target sequence (P49862 whole entry, looked up): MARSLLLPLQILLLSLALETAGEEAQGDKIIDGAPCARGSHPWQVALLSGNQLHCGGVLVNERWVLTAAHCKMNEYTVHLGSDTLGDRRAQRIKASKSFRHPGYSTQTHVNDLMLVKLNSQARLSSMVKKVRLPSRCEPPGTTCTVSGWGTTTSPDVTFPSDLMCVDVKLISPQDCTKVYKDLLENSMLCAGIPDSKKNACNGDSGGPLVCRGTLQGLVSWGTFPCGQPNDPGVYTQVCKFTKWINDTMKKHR
ASAP1 inh – inhibitors of human ASAP1 ArfGAP activity, primary screen, biochemical, fluorescence polarization; Arf-GAP with SH3 domain, ANK repeat and PH domain-containing protein 1 (Homo sapiens), …; ASAP1-stimulated ARF1 GTP hydrolysis, GDP FP detection; inhibition, % at 16.5 µM; 0.19% of 360,000 active; in the data active = inhibition above about 25%;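 also: 0% = vehicle with enzyme and substrate and 100% = no enzyme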
Active calls of the source: *; i = inactive.

SMILES	MBD2 DNA inh	DDE Tn6 FP inh	ADAM17 inh	ARFGAP1 inh	PLC-beta3 inh	Tn7 DDE FP	UHRF1 binding	PLC-gamma1 inh	proKLK7 act	ASAP1 inh
CCOC(=O)N1CCC(n2c(SCC(=O)NCCc3ccc(S(N)(=O)=O)cc3)nc3ccccc3c2=O)CC1	2	2	2	6	-2	-7	4	2	0.6	11
C[C@H](CO)N1C[C@H](C)[C@@H](CN(C)S(=O)(=O)c2ccccc2F)OCc2cnnn2CCCC1=O	4	-12	-6	9	2	-4	1	0	-0.4	-5
O=C(Cc1ccccc1)Nc1nnc(-c2cccs2)s1	8	2	-17	6	-9	0	3	-6	-0.8	18
CC(=O)NC(C)CCc1ccccc1 (configuration not stated)	4	-12	-8	4	2	-2	7	4	0.3	6
COc1ccc(S(=O)(=O)NCc2csc(-c3cccnc3)n2)cc1	4	0	-4	7	-1	4	4	-1	0.1	-6
CCCSC1=C(C#N)C(c2cc(OC)ccc2OC)CC(=O)N1 (configuration not stated)	5	2	-1	7	-1	-6	0	1	-0.1	7
CC1Cc2ccccc2N1C(=O)CNCCCN(C)C (configuration not stated)	4	8	-5	3	0	-4	2	1	-0.1	12
CC(=O)N1c2ccc(S(=O)(=O)N3CCC(C(=O)NCc4ccc(F)cc4)CC3)cc2CC1C (configuration not stated)	0	0	2	3	-6	8	-1	3	-0.1	1
O=C(Nc1ccc(F)c(Cl)c1)c1cc(C2CCCCN2C(=O)c2cccs2)on1 (configuration not stated)	7	-14	6	6	0	4	4	-1	0.0	1
C/C(CC(=O)Nc1ccccn1)=N\NC(=O)C(=O)Nc1cccc(Cl)c1C	-3	7	-10	-5	-10	3	-3	-6	-1.1	-10
C=C(C)[C@@H]1CC[C@]2(C(=O)O)CC[C@]3(C)[C@H](CC[C@@H]4[C@@]5(C)CC[C@H](O)C(C)(C)[C@@H]5CC[C@]43C)[C@@H]12	2	0	-2	-2	-5	1	2	-1	0.2	-8
O=C(C1CC12CCCC2)N1CCC(CO)(Cc2ccccc2Cl)CC1 (configuration not stated)	4	5	1	10	6	-1	45*	3	-0.3	4
CN(CC(=O)Nc1cccc(S(=O)(=O)NC2=NCCCCC2)c1)Cc1ccc(C(C)(C)C)cc1	6	-3	-2	-8	0	10	0	1	-0.1	6
CC(C)(C)c1ccc(/C=C/C(=O)N2CCOCC2)cc1	1	0	8	-5	10	-15	1	5	-0.2	-3
N#Cc1ccc(C(=O)Nc2nc(-c3cccs3)c(C(=O)C(F)(F)F)s2)cc1	0	7	-1	-5	-6	2	2	-3	0.5	4
CN(C)S(=O)(=O)c1ccc(Cl)c(NC(=O)COC(=O)c2ccc(O)cc2)c1	-2	-2	1	-6	-4	-1	2	5	0.6	7
Cc1c(-c2ccccc2)c(=O)oc2cc(O)ccc12	-3	4	i	-1	i	-1	1	i	25*	-8
COc1ccccc1N1CCN(C(=O)C(C)N(c2ccc(C)c(C)c2)S(C)(=O)=O)CC1 (configuration not stated)	-3	-7	-2	6	3	-3	1	-1	-0.1	5
Cn1c(=O)oc2cc(S(=O)(=O)N3CCN(c4ccccc4)CC3)ccc21	-3	5	3	3	4	1	2	11*	-0.4	11
Cc1cc(/C=C\c2ccccc2)nc2ccccc12	2	3	-11	-5	-18	-2	-5	-8	0.1	3
COc1ccc(Nc2nnc(C)c3ccccc23)cc1	-1	1	4	-3	-10	-1	4	-5	-0.2	-5
O=C(N=Nc1c(O)[nH]c2ccccc12)c1ccc2c(c1)OCO2	-4	2	-5	2	2	-1	3	1	0.7	6
OCCN(Cc1ccccc1)Cc1nc(CC2CC2)no1	-5	3	-1	-9	-3	2	-1	0	0.5	0
CNC(C)c1ccc(S(N)(=O)=O)cc1 (configuration not stated)	1	5	1	1	0	1	3	-3	0.0	-1
COc1ccccc1NS(=O)(=O)c1cccc(C(=O)NCc2ccccn2)c1	-3	8	-4	-2	-4	-4	-3	1	0.2	9
Cc1onc(-c2ccccc2)c1C(=O)NN=Cc1cc(Cl)cc(Cl)c1O	-1	8	-63	2	i	-2	-14	i	-208	2
CC(C)CC(OC(=O)c1cccs1)C(=O)NCc1cccs1 (configuration not stated)	-2	-5	0	8	-2	1	6	0	-0.3	9
COCC(=O)Nc1cc(C)cn(Cc2ccc(F)cc2)c1=O	0	-4	-2	2	-8	0	-1	6	0.2	-7
O=[N+]([O-])c1ccc(C(=S)N2CCC(Cc3ccccc3)CC2)cc1	-3	5	-1	-1	4	-6	-4	4	-0.3	-11
Cc1ccc(C(C)(C)C)cc1S(=O)(=O)Nc1ncnc2sccc12	2	5	-3	6	-8	1	0	-3	-0.8	9
COc1cccc(N2CCN(C3CC(=O)N(c4cccc(Cl)c4)C3=O)CC2)c1 (configuration not stated)	-5	-2	-3	22	-2	1	2	-1	0.7	-1
Cc1ccc(S(=O)(=O)N2CCN(c3nc(C)c4c(c3C#N)CC(C)(C)OC4)CC2)cc1	-3	16*	-6	3	-2	1	-4	-1	-1.0	-9
Cc1ccc(NC(=O)c2sc3ccccc3c2Cl)nc1	0	4	-4	-11	-2	4	0	-4	-0.8	-7
CC(C)N(Cc1ccccc1)C(=S)Nc1ccc(F)cc1	-1	7	-4	8	-5	1	2	-1	0.2	17
CCS(=O)(=O)NCC(c1cccnc1)N1CCN(c2ccc(F)cc2)CC1 (configuration not stated)	2	2	-2	4	0	-3	0	2	-0.6	-1
CC(C)NC(=O)c1ccccc1NS(=O)(=O)c1ccc(Br)s1	-5	-3	-3	-8	-4	2	1	-1	-1.0	3
Cc1ccc(C)c(NC(=O)C2CCN(C(=O)c3cccs3)CC2)c1	0	-4	-1	7	-4	0	2	-1	-0.7	-2
Cc1ccc(NC(=O)COC(=O)c2ccc(-n3nc(C)cc3C)cc2)c(F)c1	2	1	2	-3	-6	-6	1	-4	0.9	9
Cc1ccc(C)c(OCCC(=O)OCC(=O)NC2CC2)c1	1	3	-5	0	-7	1	2	0	-0.3	-3
CN(c1ccccc1)S(=O)(=O)c1ccc(NC(=O)CC(=O)c2ccccc2)cc1	1	8	1	2	3	3	-1	6	-0.7	0
ON/C=N/C(=S)Nc1ncc(C(F)(F)F)cc1Cl	0	-3	-10	-5	-3	-4	-1	-7	1.2	-14
Cc1cccc(OCCCC(=O)Nc2ccc(N(C)C)cc2)c1	1	5	0	-4	-2	-6	0	-3	0.3	1
O=C(CCNc1n[nH]c(=O)[nH]c1=O)N/N=C/c1ccc(C(F)(F)F)cc1	4	0	-3	3	1	5	0	-1	-0.1	-3
CCOC(=O)c1ccccc1NC(=O)C(C)Oc1ccccc1 (configuration not stated)	3	3	-1	1	0	11	4	1	-0.1	-11
O=C(N/N=C/c1ccc(Cl)cc1Cl)c1ccc2nc[nH]c2c1	-6	-5	-2	1	-5	0	0	-1	0.0	0

In a second layout: results already given
| mol | MBD2 DNA inh | DDE Tn6 FP inh | ADAM17 inh | ARFGAP1 inh | PLC-beta3 inh | Tn7 DDE FP | UHRF1 binding | PLC-gamma1 inh | proKLK7 act | ASAP1 inh |
| --- | --- | --- | --- | --- | --- | --- | --- | --- | --- | --- |
| Cc1ccc(NC(=O)COC(=O)c2ccc(-n3nc(C)cc3C)cc2)c(F)c1 | 2 | 1 | 2 | -3 | -6 | -6 | 1 | -4 | 0.9 | 9 |
| Cc1ccc(C)c(OCCC(=O)OCC(=O)NC2CC2)c1 | 1 | 3 | -5 | 0 | -7 | 1 | 2 | 0 | -0.3 | -3 |
| CN(c1ccccc1)S(=O)(=O)c1ccc(NC(=O)CC(=O)c2ccccc2)cc1 | 1 | 8 | 1 | 2 | 3 | 3 | -1 | 6 | -0.7 | 0 |
| ON/C=N/C(=S)Nc1ncc(C(F)(F)F)cc1Cl | 0 | -3 | -10 | -5 | -3 | -4 | -1 | -7 | 1.2 | -14 |
| Cc1cccc(OCCCC(=O)Nc2ccc(N(C)C)cc2)c1 | 1 | 5 | 0 | -4 | -2 | -6 | 0 | -3 | 0.3 | 1 |
| O=C(CCNc1n[nH]c(=O)[nH]c1=O)N/N=C/c1ccc(C(F)(F)F)cc1 | 4 | 0 | -3 | 3 | 1 | 5 | 0 | -1 | -0.1 | -3 |
| CCOC(=O)c1ccccc1NC(=O)C(C)Oc1ccccc1 (configuration not stated) | 3 | 3 | -1 | 1 | 0 | 11 | 4 | 1 | -0.1 | -11 |

(further entries)
SMILES	MBD2 DNA inh	DDE Tn6 FP inh	ADAM17 inh	ARFGAP1 inh	PLC-beta3 inh	Tn7 DDE FP	UHRF1 binding	PLC-gamma1 inh	proKLK7 act	ASAP1 inh
Nc1[nH]c(C(=O)c2ccccc2)c(-c2ccccc2Br)c1C(=O)NCc1ccc(-c2ccccc2)cc1	0	0	2	-1	-11	6	-6	-7	-0.1	8
NNC(=O)c1n[nH]c2c1CC(C1CCCCC1)CC2 (configuration not stated)	3	1	0	-1	3	3	-2	4	0.2	11
CC(C)(C)C(=O)Nc1sc2c(c1C#N)CCCCC2	0	8	-6	-13	-1	9	-1	1	-0.1	0
O=C(Nc1ccc(S(=O)(=O)Nc2nccs2)cc1)c1ccncc1	8	0	-7	-1	7	4	8	2	-0.4	-2
FC(F)Oc1ccc(-n2cc(-c3ccc(Cl)cc3)[n+]3c2CCCCC3)cc1	-6	3	-3	-2	-16	-1	0	-5	0.5	-11
